tolC growth inh: E. coli tolC mutant growth inhibition. E. coli BW25113 tolC mutant growth, OD615. growth inhibition, % at 10 µM (by protocol). 2.2% of 65,000 active. AID 573;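 active = growth inhibition at or above a cutoff equal to the mean over every tested compound plus 3 SD, cut at about 60% in these data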;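 note: growth measured after 20 h incubation at 37 °C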
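Doses: one dose of 10 µM final / Material: E. coli BW25113 ΔtolC::kan, tolC deletion mutant strain / Buffer or medium: LB with kanamycin 50 µg/mL / Evaluation: percent growth inhibition / Detection: optical density read at 615 nm / Incubation: 37 °C, 20 h exposure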
HEK293 NFkB inh: inhibitors of the PMA/ionomycin-induced NF-kB reporter in HEK293 cells | HEK-293 NF-kB luciferase reporter, luminescence | inhibition, % at 3 µM | 0.21% of 62,000 active;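 active = inhibition above the mean of all tested compounds plus 3 SD, cut at about 40% in these data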;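 note: 0% = stimulated DMSO wells and 100% = 10 µM reference inhibitor 5653914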
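Signal: luciferase luminescence; Material: HEK-293 cells with stable firefly luciferase reporter driven by four HIV NF-kB elements; Probe or stimulus: PMA with ionomycin; Replication: tested once; Times: 1 h compound pretreatment, then 16 h stimulation at 37 °C, 5% CO2; Benchmarks: DMSO and 10 µM reference inhibitor; Evaluation: per-plate % inhibition versus controls.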
D1 mod: allosteric modulators of human D1 dopamine receptor. P21728. HEK293 D1, CRE-luciferase, dopamine EC30 potentiation; actives deviate in either direction. B-score at 10 µM. 5.9% of 58,000 active;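 active = luminescence count or its row- and column-corrected plate score outside the 99.7% band of the plate's sample wells, on either side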
NADH enzymes: blocks coupling enzymes of NAD/NADH assays. coupled PK/LDH NADH assays, four targets. IC50, µM (doses to about 10 µM), for the others: top-dose inhibition. 0.02% of 65,000 active. AID 774;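 active = single-dose screening hits from any of four coupled enzyme assays that gave an IC50 when retested across doses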;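 note: the DPM-DC format reads NADH fluorescence rather than 340 nm absorbance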
M1 ag: activates the M1 muscarinic receptor. B-score at 10 µM. 3% of 64,000 active. AID 626. CHO-M1 cells, Fluo-4 calcium fluorescence, agonist mode; stronger effect = higher value;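 active = fluorescence rise, raw or as B-score row- and column-corrected plate score, outside the 99.7% band of its plate's samples, either direction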
TNAP act mid DEA: activates human TNAP at intermediate phosphate acceptor concentration; purified TNAP, CDP-star luminescence, 100 mM DEA, 30 min; stronger effect = higher value; scale: 0 levamisole-inhibited, 1 vehicle-only enzyme; activation factor at 20 µM; 64,000 tested, under 10 active;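 active = activation factor of at least 2 at 20 µM, relative to controls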
Target sequence (P05186 whole entry, looked up): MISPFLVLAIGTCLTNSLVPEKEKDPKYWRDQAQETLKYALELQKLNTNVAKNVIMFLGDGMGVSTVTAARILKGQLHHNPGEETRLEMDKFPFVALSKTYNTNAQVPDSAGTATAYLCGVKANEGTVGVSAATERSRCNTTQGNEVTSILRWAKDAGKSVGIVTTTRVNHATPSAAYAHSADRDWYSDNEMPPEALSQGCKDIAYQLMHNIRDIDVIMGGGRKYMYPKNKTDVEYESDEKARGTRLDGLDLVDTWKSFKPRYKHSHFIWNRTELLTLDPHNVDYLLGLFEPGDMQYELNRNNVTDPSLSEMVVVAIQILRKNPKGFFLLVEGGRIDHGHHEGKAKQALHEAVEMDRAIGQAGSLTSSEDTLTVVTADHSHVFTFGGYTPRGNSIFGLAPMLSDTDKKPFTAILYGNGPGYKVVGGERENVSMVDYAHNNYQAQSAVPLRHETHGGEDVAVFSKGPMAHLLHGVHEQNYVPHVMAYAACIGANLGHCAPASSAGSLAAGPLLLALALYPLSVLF
Jurkat tox 60K: cytotoxic compounds reducing Jurkat cell viability. Jurkat E6.1 viability, ATP luminescence, 48 h. inhibition, % at 4 µM. 1.2% of 56,000 active. AID 463;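 active = inhibition above the mean inhibition of all tested compounds plus 3 SD, cut at about 28% in these data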
M1 antagonist: blocks the rat M1 muscarinic receptor response to acetylcholine | P08482 | AID 628 | 3.4% of 64,000 active | B-score at 10 µM | CHO-M1 cells, Fluo-4 calcium, ACh EC80 antagonist mode; stronger effect = lower value;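 active = calcium fluorescence response, raw or row-and-column corrected B-score, differing from the plate sample mean either way at a set confidence level, mostly lower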
SF-1 act: activates the human nuclear receptor SF-1. 1.9% of 65,000 active. CHO-K1 Gal4-SF-1 LBD luciferase reporter; % increase over DMSO SF-1-specific signal. activation, % at 10 µM;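 active = activation above the mean activation of all tested compounds plus 3 SD, cut at about 50% in these data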
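Assay system – CHO-K1 cells with Gal4–hSF-1 LBD chimera plus Gal4-driven luciferase · Quantity – 4,000 cells per well · Times – compound added 1 h post-seeding, 20 h exposure at 37 °C, 5% CO2 · Measured by – luciferase light emission · Benchmarks – DMSO and mock-transfected background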
* = called active by the depositor; / = not tested or not shown; [ ] = dose if it differs, or a comment.

1. COc1ccc(Nc2cc(C)nc3ccccc23)cc1
2. CCOC(=O)c1ccc(NC(=O)CSc2nnc(COc3ccccc3OC)n2CC)cc1
3. CCCN=Cc1sc2ccc(OCC)cc2c1O
4. N#CCCN(C1CCCCC1)S(=O)(=O)CCOc1ccccc1
5. CCOc1ccc(C(C)(C)C)cc1S(=O)(=O)N1CC(C)OC(C)C1 (configuration not stated)
6. COc1cc(Cl)ccc1S(=O)(=O)n1nc(C)cc1C
7. Cc1cc(C(F)F)n2nc(C(=O)Nc3ccccc3Br)nc2n1
8. c1coc(CNc2ncnc3sc4c(c23)CCCCC4)c1

Assay by compound	1	2	3	4	5	6	7	8
TNAP act mid DEA	0.7	0.9	0.8	1	0.9	1	0.9	0.9
NADH enzymes	10%	4%	5%	7%	4%	5%	6%	7%
tolC growth inh	0	-12	12	0	54	8	-15	31
M1 antagonist	-0.66	0.53	0.79	-0.017	/	/	0.7	-0.62
SF-1 act	-3	2	31	13	-6	-8	-1	7
HEK293 NFkB inh	/	7	-15	11	12	7	2	5
M1 ag	0.22	-0.13	0.56	-1.3	/	/	0.47	0.00056
D1 mod	-3	-0.028	-0.61	-0.0058	0.17	0.66	-0.34	11*
Jurkat tox 60K	/	3	3	6	-4	0	1	1

9. N#Cc1c(NC(=O)CSc2ncn[nH]2)sc2c1CCCCC2
10. CC1(C)CC(=O)C(C=NCCc2ccc(O)cc2)=C(O)C1
11. CC(=O)Nc1nc(CCC(C)C)cc2c1c(=O)oc1ccccc12
12. O=c1c2ccccc2nnn1CSc1nnc2ccccn12
13. CCN=C1Cn2c(nc3scc(-c4ccccc4)c3c2=O)CN1CC
14. CN1C(=O)C(O)(C2COC(C)(C)CC2=O)c2ccccc21 (configuration not stated)
15. Cc1ccc(NC(=O)NC2=N/C(=C(/C#N)C(=O)N3CCCC3)c3ccccc32)cc1
16. O=C(O)CCc1ccc(-c2ccc(Br)cc2)n1CC(=O)O

Assay by compound	9	10	11	12	13	14	15	16
TNAP act mid DEA	1	0.9	1	0.9	1	0.9	0.9	0.9
NADH enzymes	3%	1%	3%	7%	4%	4%	8%	2%
tolC growth inh	32	-1	2	-23	0	-12	-2	-15
M1 antagonist	-0.66	-0.87	-1.1	0.88	0.24	-3.8*	0.24	-0.78
SF-1 act	-88	2	-19	78*	12	-1	-6	9
HEK293 NFkB inh	54*	1	4	-36	-1	15	8	12
M1 ag	-0.2	0.34	-1.1	0.22	-0.13	1	1.7	-0.46
D1 mod	-4.6*	-0.96	/	-1	-0.43	-1.6	-3.8*	-1
Jurkat tox 60K	19	-12	5	-3	-1	7	0	-4

17. COc1ccc(N2C(=O)CC(Sc3nccc(C)n3)C2=O)cc1 (configuration not stated)
18. CN(C(=O)CSc1nnnn1-c1ccccc1)C1CCCCC1
19. Fc1cccc(Cl)c1Cn1nnc2c(-n3ccnc3)ncnc21
20. Cc1ccc2[nH]c(=O)c(C(c3nnnn3CC3CCCO3)N3CCCc4ccccc43)cc2c1 (configuration not stated)
21. CCN(CC(=O)Nc1ccccc1C(=O)OC)S(=O)(=O)c1ccccc1
22. CCN(Cc1cc2cc(OC)ccc2[nH]c1=O)C(=O)c1ccncc1
23. Cc1ccc(NC(=O)Cn2c(=O)n(CCCCC(=O)NCc3ccco3)c(=O)c3ccccc32)cc1
24. Cn1c(=O)c2c(nc(CN3CCC(C(N)=O)CC3)n2CCc2ccccc2)n(C)c1=O

Assay by compound	17	18	19	20	21	22	23	24
TNAP act mid DEA	0.9	0.9	0.9	1	0.9	0.9	1	1
NADH enzymes	1%	6%	5%	3%	6%	5%	5%	6%
tolC growth inh	-14	6	22	26	8	-10	-6	8
M1 antagonist	-0.55	0.7	0.14	0.15	1.7	-0.047	0.96	-0.37
SF-1 act	12	35	-17	-10	6	-7	18	-12
HEK293 NFkB inh	8	-8	20	7	1	13	17	3
M1 ag	-0.092	0.47	0.079	0.12	0.62	-0.014	0.21	-0.0093
D1 mod	-0.07	0.13	3.7	1.3	-0.79	0.24	0.32	0.37
Jurkat tox 60K	-8	-3	8	8	1	-3	-1	-2

Among those listed so far, 3 contain an NH in an aromatic ring.
9. N#Cc1c(NC(=O)CSc2ncn[nH]2)sc2c1CCCCC2
20. Cc1ccc2[nH]c(=O)c(C(c3nnnn3CC3CCCO3)N3CCCc4ccccc43)cc2c1 (configuration not stated)
22. CCN(Cc1cc2cc(OC)ccc2[nH]c1=O)C(=O)c1ccncc1

Assay by compound	9	20	22
TNAP act mid DEA	1	1	0.9
NADH enzymes	3%	3%	5%
tolC growth inh	32	26	-10
M1 antagonist	-0.66	0.15	-0.047
SF-1 act	-88	-10	-7
HEK293 NFkB inh	54*	7	13
M1 ag	-0.2	0.12	-0.014
D1 mod	-4.6*	1.3	0.24
Jurkat tox 60K	19	8	-3

(cont.)
25. CCn1c(COc2ccccc2C)nnc1SCC(=O)O
26. O=C(c1cccnc1)N1CCN(CCCc2ccccc2)CC1
27. CC(C)CCNC(=O)[C@H](CC(C)C)NC(=O)[C@H]1O[C@@H]1C(=O)O
28. CC(C)CC1(C)NC(=O)N(CCN2C(=O)c3ccccc3C2=O)C1=O (configuration not stated)
29. CCC(NC(=O)c1ccccc1O)c1ccccc1 (configuration not stated)
30. NC(=O)C1CCN(C(c2ccccc2F)c2nnnn2Cc2ccco2)CC1 (configuration not stated)
31. CCOC(=O)C1CCN(c2nc(C)nc3c2oc2ccccc23)CC1
32. CC(=O)N1CCC(C(=O)Nc2ccccc2)(N(Cc2ccccc2)C(=O)c2cccnc2)CC1

Assay by compound	25	26	27	28	29	30	31	32
TNAP act mid DEA	0.9	1	0.9	0.9	0.9	0.9	1	0.9
NADH enzymes	7%	6%	2%	7%	10%[fluoresces]	5%	5%	3%
tolC growth inh	-5	-14	10	-20	20	-15	38	-12
M1 antagonist	0.16	-0.48	0.85	0.64	-0.4	-2.7	-0.98	-0.32
SF-1 act	6	10	-5	6	-14	-13	2	1
HEK293 NFkB inh	15	8	/	2	14	13	6	20
M1 ag	-0.19	0.052	0.36	-0.12	-0.77	0.085	0.9	-0.53
D1 mod	-0.18	0.036	-0.077	-0.085	-0.33	-0.29	/	-0.6
Jurkat tox 60K	3	3	/	0	4	5	/	/

33. CC12CN3CC(C)(CN(C1)C3c1ccc3c(c1)OCO3)C2=O (configuration not stated)
34. C/C(=C\C(=O)c1cccnc1)Nc1ccc(C)c(C)c1
35. O=C(NCc1cccs1)c1ccccc1F
36. CC1CCN(C(=O)CSc2nnc(Cc3cccn3C)n2CCc2ccccc2)CC1
37. Cc1cc(F)ccc1NCc1ccncc1
38. Cc1ccc(OCC(=O)N2CCN(C(=O)CCC3CCCC3)CC2)cc1
39. CC(c1ccccc1)N1C(=O)CC(Sc2ncccc2C(=O)O)C1=O (configuration not stated)
40. Cn1cc(S(=O)(=O)Nc2ccc(Br)cc2F)c(=O)n(C)c1=O
41. COCCNC(=O)c1cc(-c2ccc(OC)c(OC)c2)on1
42. Cc1ccc(NC(=O)CN(C)S(=O)(=O)c2cccc3cccnc23)cc1
43. CCCC(=O)Nc1cc(C)c(NC(=O)C23CC4CC(CC(C4)C2)C3)cn1

Assay by compound	33	34	35	36	37	38	39	40	41	42	43
TNAP act mid DEA	0.9	1	0.9	0.9	0.9	0.9	0.9	0.9	1	0.9	0.9
NADH enzymes	3%	2%	7%	5%	0%	10%	6%	10%	7%	3%	5%
tolC growth inh	-12	12	-13	15	-7	0	-1	-5	-31	10	10
M1 antagonist	0.0049	0.35	0.03	-0.011	-0.33	-2	0.31	1.2	0.27	0.87	-0.00023
SF-1 act	-15	21	6	10	13	14	1	4	14	-3	-7
HEK293 NFkB inh	6	-5	5	19	14	16	7	-8	0	2	10
M1 ag	0.079	-0.0046	0.3	0.34	-0.2	-0.084	-0.04	0.52	0.95	-0.47	0.011
D1 mod	-0.02	0.38	-0.28	0.15	/	0.0083	-0.36	-1.2	15*	0.43	-0.38
Jurkat tox 60K	-6	-3	-5	3	-7	-7	15	0	2	-10	0

Full records as entered above. Order of values: TNAP act mid DEA | NADH enzymes | tolC growth inh | M1 antagonist | SF-1 act | HEK293 NFkB inh | M1 ag | D1 mod | Jurkat tox 60K
CC(c1ccccc1)N1C(=O)CC(Sc2ncccc2C(=O)O)C1=O (configuration not stated) is listed as 0.9 | 6% | -1 | 0.31 | 1 | 7 | -0.04 | -0.36 | 15
COCCNC(=O)c1cc(-c2ccc(OC)c(OC)c2)on1 is listed as 1 | 7% | -31 | 0.27 | 14 | 0 | 0.95 | 15* | 2
CCCC(=O)Nc1cc(C)c(NC(=O)C23CC4CC(CC(C4)C2)C3)cn1 is listed as 0.9 | 5% | 10 | -0.00023 | -7 | 10 | 0.011 | -0.38 | 0
CC12CN3CC(C)(CN(C1)C3c1ccc3c(c1)OCO3)C2=O (configuration not stated) is listed as 0.9 | 3% | -12 | 0.0049 | -15 | 6 | 0.079 | -0.02 | -6

Assay outcomes from PubChem BioAssay.
